Assay outcomes (PubChem BioAssay)
H9c2 TAG inh: inhibitors of triacylglycerol accumulation, primary screen, cell-based, uHTS, fluorescence, H9c2. 230,000 compounds, 0.66% hits. inhibition, % at 12.5 µM. H9c2 cells, Nile Red lipid (TAG) fluorescence; cells loaded with 200 µM oleic acid;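 active means pattern-corrected inhibition of lipid staining of at least 50% with the nuclear-stain viability signal not falling by more than 50%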;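 further: 0% = DMSO wells and 100% = triacsin C control wells; some results filed as inactive read as strong as hits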
H9c2 TAG inh DAPI viability: further read-out of H9c2 TAG inh, marked with its call; DAPI nuclei signal change (viability), lower = more cytotoxic, %;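 whole-well DAPI fluorescence read on a plate reader as a viability signal; minus 50 percent equals half of cells still viable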
The depositor's hits bear a star; & = joins results of further samples. Some of the compounds tested; rates above refer to the full screens.

1	O=C1N(c2ccccc2)c2ccccc2C1(Cc1ccncc1)Cc1ccncc1
2	COc1ccccc1OCC(O)COC(N)=O (stereo unspecified)
3	Cc1cc2c(s1)Nc1ccccc1N=C2N1CCN(C)CC1
4	CCCn1ncc(CN2CCCC(C(=O)c3cccc(OC(C)C)c3)C2)c1C (stereo unspecified)
5	N=C(N=C(N)N)N1CCOCC1
compound no.	1	2	3	4	5
H9c2 TAG inh	1	-20	7	5	1
H9c2 TAG inh DAPI viability	-9	-3	-1	1	-6

Part of the list above in order of length of the SMILES, low to high.
5	N=C(N=C(N)N)N1CCOCC1
2	COc1ccccc1OCC(O)COC(N)=O (stereo unspecified)
3	Cc1cc2c(s1)Nc1ccccc1N=C2N1CCN(C)CC1
compound no.	5	2	3
H9c2 TAG inh	1	-20	7
H9c2 TAG inh DAPI viability	-6	-3	-1

Next section:
6	CC(C)Cc1ccc(C(C)C(=O)O)cc1 (stereo unspecified)
7	CC1=NN(c2ccccc2)C(=O)C1
8	CN(C)C/C=C(/c1ccc(Br)cc1)c1cccnc1
9	CN1CCC(=C2c3ccccc3CCc3sccc32)CC1
10	COc1ccc(CN(CCN(C)C)c2ccccn2)cc1
compound no.	6	7	8	9	10
H9c2 TAG inh	-2	-4	4	19	3&21&11
H9c2 TAG inh DAPI viability	1	-2	-3	-17	11&-1&8

11	CC(=O)N1C[C@H](O)C[C@H]1C(=O)O
12	O=C(Cn1ccnc1[N+](=O)[O-])NCCO
13	CC(C)Cn1cnc2c1c(=O)n(C)c(=O)n2C
14	C=C1c2cccc(O)c2C(=O)C2C(=O)[C@]3(O)C(=O)C(C(N)=O)C(=O)[C@@H](N(C)C)[C@@H]3[C@@H](O)[C@H]12 (stereo partly specified)
15	c1ccc2c(CC3=NCCN3)cccc2c1
compound no.	11	12	13	14	15
H9c2 TAG inh	-3	1	-13	-6	13
H9c2 TAG inh DAPI viability	6	-7	-1	-4	-8

16	O=c1cc[nH]c(=O)[nH]1
17	C[C@H]1COc2c(N3CCN(C)CC3)c(F)cc3c(=O)c(C(=O)O)cn1c23
18	C/C=C/C=N\NC(=O)c1ccncc1
19	Nc1ccc(C(=O)Nc2ccccc2N)cc1
20	C[C@H](CCC(=O)O)[C@H]1CC[C@H]2[C@@H]3[C@@H](O)C[C@@H]4C[C@H](O)CC[C@]4(C)[C@H]3CC[C@]12C
compound no.	16	17	18	19	20
H9c2 TAG inh	-11	0	-1	-27	-11
H9c2 TAG inh DAPI viability	0	7	0	-8	11

21	Nc1cc(-c2ccncc2)c[nH]c1=O
22	O=C(O)[C@@H]1[C@H]2C[C@H]3c4[nH]c5ccccc5c4CCN3C[C@@H]2CC[C@@H]1O
23	COc1nc(C)nc(Cl)c1NC1=NCCN1
24	COc1cc2nc(N3CCN(C(=O)C4COc5ccccc5O4)CC3)nc(N)c2cc1OC (stereo unspecified)
25	NS(=O)(=O)c1cc2c(cc1C(F)(F)F)NC(Cc1ccccc1)NS2(=O)=O (stereo unspecified)
26	O=C(O)COC(=O)Cc1ccccc1Nc1c(Cl)cccc1Cl
27	CCC[C@H](N[C@@H](C)C(=O)N1[C@H](C(=O)O)C[C@@H]2CCCC[C@@H]21)C(=O)OCC
compound no.	21	22	23	24	25	26	27
H9c2 TAG inh	-2	4	-4&4	11	0	-5	-3
H9c2 TAG inh DAPI viability	-7	-2	1&2	27	-7	1	1

Structures above with a Cl atom, in the order listed:
23	COc1nc(C)nc(Cl)c1NC1=NCCN1
26	O=C(O)COC(=O)Cc1ccccc1Nc1c(Cl)cccc1Cl
compound no.	23	26
H9c2 TAG inh	-4&4	-5
H9c2 TAG inh DAPI viability	1&2	1
